# Screening results deposited in PubChem BioAssay by several laboratories.
# NFkB transloc inh: blocks IL-1B driven NFkB nuclear translocation in HUVEC cells; actives 0.43% (n = 94,000); inhibition, % at 2 µM; HUVEC IL-1B NFkB p65 nuclear translocation imaging; AID 796;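 active = inhibition above about 30% together with a positive call from visual inspection of the well image, limit read from the data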;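 also: nuclear over cytoplasmic p65 intensity ratio measured by imaging; 0% = IL-1B stimulated DMSO wells and 100% = unstimulated DMSO wells; values of inactives mirror those of a sister screen read the other way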
# PLAP inhibitors HTS: PLAP enzyme inhibitors, biochemical, luminescence, HTS (AID 690). one-dose inhibition, % at 20 µM; IC50 in µM for titrated hits. purified PLAP, luminescent substrate; higher % means a stronger effect. actives 0.08% (n = 96,000); in the data active = a potency from the dose series; inactive = the rest, 99 in 100 with inhibition below about 30%; also: strong numbers were not always called active
# MRP resist rev: compounds reversing MRP-mediated drug resistance | actives 0.04% (n = 85,000) | H69AR cells + 2 uM doxorubicin, CellTiter-Glo, 72 h | differential viability (reversal), % at 10 µM;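 active = viability drop by adding the cancer drug above about 55%, with treated viability meeting a 40% cutoff, limit read from the data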;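 also: viability without doxorubicin minus viability with 2 µM doxorubicin for each compound; larger differential means the compound sensitizes cells more to doxorubicin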
# Bcl-B displacement: displacers of TR3 peptide from Bcl-B, primary screen, selectivity assay for Bfl-1 inhibitor project, biochemical, fluorescence polarization. AID 748. displacement, % at 20 µM, or IC50 in µM where a hit was titrated. actives 0.11% (n = 96,000). FP displacement of FITC-TR3 peptide from Bcl-B; higher % means a stronger effect;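 active = displacement above 50% at 20 µM plus a fluorescence interference ratio under 1.5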;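 also: plate controls were wells without compound for no effect and wells lacking Bcl-B protein for full effect; a part of the inactive calls stands beside numbers as strong as those of hits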
# NFkB transloc pot: enhances IL-1B driven NFkB nuclear translocation; HUVEC IL-1B NFkB p65 nuclear translocation imaging; activation, % at 2 µM; actives 0.3% (n = 94,000); AID 819;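 active = activation above 40%, about the mean plus 3 SD, also judged a hit on visual image review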;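 also: percent activation is computed from the nuclear over cytoplasmic p65 intensity ratio; values of inactives mirror those of a sister screen read the other way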
# MRP resist rev cytotoxicity: also measured in MRP resist rev; calls as there; viability, %; H69AR cells, CellTiter-Glo, 72 h; measured here: cytotoxicity without doxorubicin
# MRP resist rev with doxorubicin: also measured in MRP resist rev; calls as there; viability, %; measured here: viability with 2 uM doxorubicin; stronger effect = lower value
# NFkB transloc inh cell count 2 µM: second read-out of NFkB transloc inh, no call of its own (marks repeat the call); cell count; measured here: cells passing quality filter;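 raw number of nuclei counted in each imaged well without normalization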
# NFkB transloc pot cell count 2 µM: also measured in NFkB transloc pot; calls as there; cell count; measured here: cells passing quality filter
# * marks the source's active call; other numbers are inactive results; . = not tested or not shown.
SMILES,NFkB transloc inh,NFkB transloc inh cell count 2 µM,PLAP inhibitors HTS,MRP resist rev,MRP resist rev cytotoxicity,MRP resist rev with doxorubicin,Bcl-B displacement,NFkB transloc pot,NFkB transloc pot cell count 2 µM
CSc1ccc(CNc2ccccc2)cc1,4,106,22%,.,.,.,0%,-4,106
COc1ccc(C)cc1NC(=O)c1ccc2c(c1)OCO2,-2,161,49%,13,99,86,-4%,2,161
COC(=O)c1[nH]c2ccc(C)cc2c1NC(=O)NC1CCCCC1,-5,156,19%,-4,49,53,-2%,5,156
CCOc1ccccc1-n1c(SCC(=O)N2CCCC2)nnc1-c1ccoc1C,-4,162,-55%,15,99,84,-8%,4,162
CCc1ccc(NC(=O)Cn2c(SC)nc3ccccc32)cc1,.,.,-17%,6,87,81,0%,.,.
CC1CCN(CCc2nc3cc(NS(=O)(=O)c4ccc(F)cc4)ccc3n2C)CC1,-28,114,-37%,.,.,.,3%,28,114
Nc1ccc(-n2cnc3cc([N+](=O)[O-])ccc32)cc1,-7,172,28%,.,.,.,-7%,7,172
COC(=O)c1cc(OC)c(OC)cc1NC(=O)c1ccoc1C,-19,111,4%,-2,72,74,4%,19,111
CNC(=S)N/N=C(\C)c1ccc(-n2ccnc2)cc1,-1,111,16%,17,92,75,-4%,1,111
O=C(Cn1c(=O)oc2cc(S(=O)(=O)N3CCCC3)ccc21)NCc1ccc(F)cc1,2,168,54%,23,98,75,-37%,-2,168
CCOc1cccc2cc(C(=O)N3CCN(C/C=C/c4ccccc4)CC3)c(=O)oc12,-14,27,.,9,72,63,.,14,27
CCOC(=O)C(C#N)C(Cc1ccccc1)c1ccco1 (configuration not stated),8,136,-54%,-17,73,90,-23%,-7,136
O=C(CSC1=NCCS1)Nc1cccc2ccccc12,-21,158,-26%,13,97,84,-5%,21,158
O=C(CSc1nnc(-c2ccccn2)n1-c1ccccc1)Nc1ccc2c(c1)OCO2,2,167,2%,-6,80,87,-7%,-2,167
CCN1C(c2ccccc2)=C(c2ccccc2)S/C1=C/C=C1\SC(=S)N(C)C1=O,14,92,.,-1,71,72,.,-14,92

# 3 compounds from above, sorted by SMILES length, lowest first.
SMILES,NFkB transloc inh,NFkB transloc inh cell count 2 µM,PLAP inhibitors HTS,MRP resist rev,MRP resist rev cytotoxicity,MRP resist rev with doxorubicin,Bcl-B displacement,NFkB transloc pot,NFkB transloc pot cell count 2 µM
O=C(CSC1=NCCS1)Nc1cccc2ccccc12,-21,158,-26%,13,97,84,-5%,21,158
CCc1ccc(NC(=O)Cn2c(SC)nc3ccccc32)cc1,.,.,-17%,6,87,81,0%,.,.
COC(=O)c1[nH]c2ccc(C)cc2c1NC(=O)NC1CCCCC1,-5,156,19%,-4,49,53,-2%,5,156

# (cont.)
SMILES,NFkB transloc inh,NFkB transloc inh cell count 2 µM,PLAP inhibitors HTS,MRP resist rev,MRP resist rev cytotoxicity,MRP resist rev with doxorubicin,Bcl-B displacement,NFkB transloc pot,NFkB transloc pot cell count 2 µM
O=C(CCN1C(=O)C2C3C=CC(C3)C2C1=O)N1CCN(c2ccccc2F)CC1 (configuration not stated),.,.,0%,9,109,100,-8%,.,.
Cc1cc(NC(=O)CSc2nnc(-c3ccco3)n2Cc2ccco2)no1,.,.,17%,-6,88,94,-1%,.,.
CCCCCC1NC(=O)NC1CCCCCC(=O)O (configuration not stated),-17,164,8%,-6,90,96,-6%,17,164
CC(C)CSc1nc2ccccc2c(=O)[nH]1,9,123,-4%,2,78,76,2%,-9,123
CCN(CC)S(=O)(=O)c1ccc(Cl)c(OC)c1,-28,176,-26%,4,83,80,2%,28,176
Cc1oc(-c2ccc3c(c2)OCCO3)cc1C(=O)O,.,.,-24%,.,.,.,5%,.,.
CC12CCC(=O)N1c1ccccc1C(=O)N2c1ccccc1 (configuration not stated),-10,147,-1%,-4,96,100,3%,10,147
COc1ccc(CCNC(=O)C2CCN(S(=O)(=O)c3ccc(-n4cnnn4)cc3)CC2)cc1OC,-3,187,-32%,-5,78,83,-4%,3,187
CC1(C)N=C(N)N=C(N)N1c1cccc(C(=O)O)c1,-14,101,14%,-6,93,100,-10%,14,101
CCOC(=O)CCc1c(C)c2ccc(OCc3ccc([N+](=O)[O-])cc3)cc2oc1=O,-13,122,5%,.,.,.,1%,13,122
COc1ccc(NC(=O)C2C(=O)NC3(C)CC2c2ccccc2O3)cc1 (configuration not stated),4,176,10%,18,113,95,-15%,-4,176
CC(C)C(=O)NC(=S)Nc1ccccc1C(=O)Nc1ccccc1,-1,109,2%,.,.,.,-11%,1,109
CCOC(=O)c1ccc(NC(=O)CSc2n[nH]c(-c3ccncc3)n2)cc1,-4,146,-13%,-7,85,92,-1%,5,146
CCN(CC)S(=O)(=O)c1cc(C(=O)Oc2ccccc2OC)ccc1OC,-4,170,-42%,-3,73,76,8%,4,170
COc1cc(C2C(=O)N(C3CCCC3)CC(=O)N2Cc2ccco2)ccc1OC(C)C (configuration not stated),6,171,-28%,-10,69,79,-16%,-6,171

# Three of the entries above in order of the NFkB transloc pot value, highest first.
SMILES | PLAP inhibitors HTS | Bcl-B displacement | NFkB transloc pot | NFkB transloc pot cell count 2 µM
CC1(C)N=C(N)N=C(N)N1c1cccc(C(=O)O)c1 | 14% | -10% | 14 | 101
CCN(CC)S(=O)(=O)c1cc(C(=O)Oc2ccccc2OC)ccc1OC | -42% | 8% | 4 | 170
COc1ccc(CCNC(=O)C2CCN(S(=O)(=O)c3ccc(-n4cnnn4)cc3)CC2)cc1OC | -32% | -4% | 3 | 187

# Going on with the list:
SMILES,NFkB transloc inh,NFkB transloc inh cell count 2 µM,PLAP inhibitors HTS,MRP resist rev,MRP resist rev cytotoxicity,MRP resist rev with doxorubicin,Bcl-B displacement,NFkB transloc pot,NFkB transloc pot cell count 2 µM
COc1ccc(NC2CCN(C3CC(=O)N(c4ccc(F)c(Cl)c4)C3=O)CC2)cc1 (configuration not stated),-18,133,-35%,-20,102,122,-3%,17,133
O=C(CCCc1nc2ccccc2s1)N1CCN(S(=O)(=O)c2cccs2)CC1,5,208,-8%,13,94,81,1%,-5,208
CCOC(=O)NC(Nc1nnc(SCC)s1)(C(F)(F)F)C(F)(F)F,1,90,25%,8,99,91,-11%,-1,90
Cc1nc2c(ccc3nc(NC(=O)c4ccc(S(=O)(=O)N(C)C)cc4)sc32)s1,-13,117,0%,-13,35,48,-16%,13,117
CCCNC(=O)NC(=O)COc1c(F)c(F)cc(F)c1F,0,176,3%,-18,91,109,12%,1,176
COc1ccccc1C(=O)Nc1ccc(S(=O)(=O)N2CCc3ccccc32)cc1,-11,141,-85%,-2,95,97,-22%,11,141
CN(CC(=O)Nc1cccnc1)S(=O)(=O)c1ccccc1,1,152,26%,-10,93,102,0%,-1,152
O=C(CCC(=O)OCC(F)(F)C(F)F)NCc1ccccc1,9,192,-16%,-3,104,107,-2%,-9,192
FC(F)(F)c1cccc(Oc2ccc3c(C(F)(F)F)cc(C(F)(F)F)nc3n2)c1,7,106,10%,.,.,.,6%,-7,106
CS(=O)(=O)N(CCc1ccccc1)CC(=O)N1CCN(c2ccccc2)CC1,9,178,-13%,14,88,74,-8%,-9,178
Cc1ccc(O)c(-c2cc(C(=O)NCc3ccncc3)[nH]n2)c1,-1,137,-194%,2,88,86,-13%,1,137
CCOC(=O)C1C(=O)CC(C)(O)C(C(=O)OCC)C1c1ccc(C)s1 (configuration not stated),-14,173,-70%,5,95,89,-9%,14,173
O=C(NCCCN1CCOCC1)c1c(F)cccc1F,-6,79,-4%,2,93,91,-8%,6,79
C/C(N)=C(/C#N)C(=O)CSc1nnc(Nc2c(C)cccc2C)s1,.,.,-48%,17,104,88,17µM*,.,.
COc1ccc(C(=O)Nc2ccccn2)cc1,-10,104,.,10,98,88,.,10,104
CCn1c(C)nc2cc(-c3nc4n(n3)Cc3ccccc3-4)ccc21,.,.,-45%,-4,16,20,-24%,.,.
CSc1ccc(Cl)c(C(=O)OCC(=O)N2CC(C)OC(C)C2)c1 (configuration not stated),-7,132,-28%,33,93,59,-8%,7,132
CCN1CCN(C(=O)CS(=O)(=O)Cc2nc(-c3ccc(C)cc3)oc2C)CC1,.,.,-33%,16,100,84,7%,.,.
CCOc1ncccc1C(=O)Nc1ccc(-c2cn3ccsc3n2)cc1,.,.,-3%,15,87,72,-19%,.,.
O=C(CCCOc1ccccc1)n1nnc2ccccc21,0,116,-6%,10,103,92,18%,0,116
C#CC(CC)(CC)NC(=O)c1c(C)noc1C,.,.,4%,5,94,89,-14%,.,.
CCOC(=O)/C(C#N)=C\c1ccc(CC)s1,4,119,8%,.,.,.,-1%,-5,119
CCCCOC(=O)Nc1ccc(C(=O)OCCC)cc1,-8,164,34%,6,93,86,-8%,8,164
CCOC(=O)CN1C(=O)Nc2ccc(Br)cc2C1c1ccccc1 (configuration not stated),-5,160,-19%,-1,75,76,8%,5,160
Cc1ccc(NC(=O)CSc2nnc(NC(=O)CN3CCOCC3)s2)cc1,3,155,-54%,.,.,.,-3%,-3,155
COc1ccccc1N(CC(=O)Nc1ccccc1C(=O)NCC(C)C)S(C)(=O)=O,2,117,-28%,-14,85,99,-8%,-2,117
CCNC(=O)Cn1c(=O)c2c(ncn2Cc2ccccc2)n(Cc2ccccc2)c1=O,3,101,-5%,3,78,75,0%,-3,101
O=C(c1ccccc1)N1CCN(C(=O)N2CCOCC2)CC1,-2,194,8%,-21,69,90,10%,2,194
O=C(N/N=C/c1cccc([N+](=O)[O-])c1)c1cc2c(ccc3ccccc32)o1,12,137,-2%,.,.,.,22%,-12,137
COc1cc(CCC(=O)OCn2nnc3ccccc3c2=O)cc(OC)c1OC,-11,157,-6%,-18,95,113,-3%,11,157
Cc1nc2cc(NC(=O)NCc3ccco3)ccc2n1C,-4,113,5%,-5,88,94,1%,4,113
O=C(CSc1nc(O)cc(=O)[nH]1)N1CCCc2ccccc21,-3,133,-5%,9,98,89,-9%,3,133
Cn1c(=O)c2c(-c3ccccc3)n(Cc3ccccn3)cc2n(C)c1=O,-2,135,0%,10,99,90,7%,2,135
Cc1ccc(S(=O)(=O)N2CCc3ccccc3C2CN2C(=O)c3ccccc3C2=O)cc1 (configuration not stated),-11,87,-46%,.,.,.,7%,11,87
Cc1cccc(NC(=O)N(Cc2cc3cc(C)cc(C)c3[nH]c2=O)CC2COCCO2)c1 (configuration not stated),11,156,-67%,-2,47,49,-1%,-11,156
CSc1n[nH]c(-c2sccc2OCc2ccc(C)cc2)n1,-3,181,-3%,.,.,.,-7%,3,181
Cc1ccc(OCCCn2c(=O)sc3ccccc32)cc1,-4,151,12%,13,88,75,14%,4,151
COc1ccc(NC(=O)C2CCC(CNc3c(N4CCCCC4)c(=O)c3=O)CC2)cc1OC (configuration not stated),-26,194,-401%,-2,91,93,3%,26,194
c1ccc(CN2CCN(c3ncccn3)CC2)nc1,-18,208,-6%,-11,98,108,-11%,18,208
COC(=O)C(C)Oc1ccc2c(-c3cccc([N+](=O)[O-])c3)cc(=O)oc2c1 (configuration not stated),-4,181,4%,.,.,.,0%,4,181

# Whole records, looked up by structure. Order of values: NFkB transloc inh, NFkB transloc inh cell count 2 µM, PLAP inhibitors HTS, MRP resist rev, MRP resist rev cytotoxicity, MRP resist rev with doxorubicin, Bcl-B displacement, NFkB transloc pot, NFkB transloc pot cell count 2 µM
# Listed for `Cc1ccc(S(=O)(=O)N2CCc3ccccc3C2CN2C(=O)c3ccccc3C2=O)cc1` (configuration not stated) : -11, 87, -46%, ., ., ., 7%, 11, 87
# Listed for `c1ccc(CN2CCN(c3ncccn3)CC2)nc1` : -18, 208, -6%, -11, 98, 108, -11%, 18, 208
# Listed for `CSc1n[nH]c(-c2sccc2OCc2ccc(C)cc2)n1` : -3, 181, -3%, ., ., ., -7%, 3, 181

# Entries above shown as hits in Bcl-B displacement:
canonical_smiles	PLAP inhibitors HTS	Bcl-B displacement	NFkB transloc pot	NFkB transloc pot cell count 2 µM
C/C(N)=C(/C#N)C(=O)CSc1nnc(Nc2c(C)cccc2C)s1	-48%	17µM*	.	.

# Not all compounds are listed; count on the stated rates, not on these rows.
